ERK EGF inh = inhibitors of EGF-stimulated ERK signaling pathway | HEK293-V1b, EGF-stimulated phospho-ERK AlphaScreen | Potency, µM (series often up to 11.5 µM), for inactives: at the top dose activity change, negative = inhibition, hits mostly inhibitors | hit rate 0.41% among 130,000; active means well fitted inhibition curve with a large enough effect; inconclusive means small, poorly fitted or top-dose-only effect, or effect the other way;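 further: plate controls were stimulated vehicle wells for no effect and unstimulated vehicle basal for full effect; nearly all actives have a fitted effect of over 55% in size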
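Phospho-ERK1/2 measured by AlphaScreen (SureFire) after 5 min 25 nM EGF stimulation of V1b-expressing HEK293 cells preincubated 30 min at 37C with titrated compounds; data scaled to DMSO and EGF controls, Hill-fitted AC50.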
An asterisk follows results filed as active; ? = inconclusive; & = joins results of further samples; [ ] = remark or other dose. Potency means the concentration at half of the fitted maximal effect.

The first 3 compounds (preview)
no. | mol | ERK EGF inh
1 | CC(C)NC(=S)N/N=C/c1ccc2c(c1)OCCO2 | -7.5%
2 | Cc1csc(SCC(=O)NCc2ccccc2Cl)n1 | -6.5%
3 | O=C(NC(=S)N1CCN(CCO)CC1)C12CC3CC(CC(C3)C1)C2 | -2.1%

Results, from the start:
no. | mol | ERK EGF inh
1 | CC(C)NC(=S)N/N=C/c1ccc2c(c1)OCCO2 | -7.5%
2 | Cc1csc(SCC(=O)NCc2ccccc2Cl)n1 | -6.5%
3 | O=C(NC(=S)N1CCN(CCO)CC1)C12CC3CC(CC(C3)C1)C2 | -2.1%
4 | CC(C)OC(=O)c1cc(C(=O)c2cc(Br)ccc2O)coc1=N | -14.5%
5 | COc1ccc2[nH]cc(CCNc3cc(-c4ccccc4C(F)(F)F)ncn3)c2c1 | 12.0%
6 | CCOC(=O)N1CCC(NC(=O)c2cc(C(=O)Nc3ccc(S(=O)(=O)N4CCCCC4)cc3)ccc2CO)CC1 | -9.9%[57.5 µM]
7 | Cc1nc(N2CCN(Cc3ccccc3)CC2)c(C#N)c2c1COC(C)(C)C2 | 7.4%
8 | O=[N+]([O-])c1cc2c(cc1Br)CCN2 | 3.5%
9 | Cn1c(=O)c2c(nc(N/N=C/c3ccc(OC(=O)c4ccco4)cc3)n2Cc2ccc(F)cc2)n(C)c1=O | -2.5%
10 | O=C1/C(=C/c2cccs2)SC(=S)N1c1cccc(O)c1 | ?
11 | Cc1cccc(NC(=O)c2ccc(C(=O)c3ccccc3)o2)c1 | -0.4%
12 | O=C(COC(=O)/C=C/c1ccc(Cl)cc1Cl)NCCC1=CCCCC1 | 6.0%
13 | CCN(CC)S(=O)(=O)c1ccc(Cl)c(C(=O)Nc2cc(C)nn2-c2ccccc2)c1 | -0.9%
14 | CC(=O)OCC(CCn1cnc2cnc(N)nc21)COC(C)=O | 8.2%
15 | O=C(C1CCC(CNc2nc(=S)[nH]c3ccccc23)CC1)N1CCN(c2ccc(F)cc2)CC1 (stereo not drawn) | 6.2%
16 | CC1CCN(Cc2c(O)ccc3c(=O)c(-c4nc5ccccc5s4)c(N)oc23)CC1 | 5.2%
17 | Cn1c(=O)c2c(ncn2Cc2ccccc2)n(C)c1=O | -15.1%[57.5 µM]
18 | O=C(CCCOc1ccccc1)OCn1nnc2ccccc2c1=O | -7.4%
19 | O=S(=O)(c1cccc(NC(=S)N2CCN(c3ccccc3F)CC2)c1)C(F)F | 1.8%
20 | Cc1nc2ccc(NC(=O)c3ccc([N+](=O)[O-])cc3[N+](=O)[O-])cc2s1 | 7.7%
21 | CC(=O)Nc1ccc(-c2csc(NNC(=O)c3ccccc3)n2)cc1 | 7.6%
22 | COC(=O)c1ccc(C)c(NC(=O)CCNC(=O)c2ccc([N+](=O)[O-])cc2)c1 | -7.2%
23 | CN1CCN(CCCCOc2ccccc2C=O)CC1 | 1.3%
24 | O=C(Nc1nc2c(s1)CN(Cc1ccccc1)CC2)C1CCCC1 | 2.0%
25 | CCOC(=O)Cc1csc(NC(=O)Cn2cnc3c2c(=O)n(C)c(=O)n3C)n1 | -4.7%
26 | Cc1ccc(CC2SC(N)=NC2=O)cc1 (stereo not drawn) | 0.4%
27 | CC(C)CC(COCc1cccc(C(F)(F)F)c1)N1CCN(C(=O)c2cccc(C(F)(F)F)c2)CCC1=O (stereo not drawn) | -9.7%
28 | CCOC(=O)C1CCC(CNCc2ccc(Cl)cc2)CC1 (stereo not drawn) | 2.9%
29 | Cc1ccc2c(c1)CC[C@H]1CC(=O)CC[C@@]21C | 0.7%
30 | CC(C)Nc1nc(N)c(C(=O)C23CC4CC(CC(C4)C2)C3)s1 | 14.6%[57.5 µM]
31 | CC(=O)OC1CC2C(C)(C)C(=O)C3OC3[C@]2(C)C2CC[C@@]3(C)C(c4ccoc4)OC(=O)C4OC43[C@]12C (stereo partly drawn) | 0.3%
32 | COc1ccc(CCNC(=O)/C(C#N)=C2\N=C(NC(=O)c3ccco3)c3ccccc32)cc1 | -15.5%[57.5 µM]
33 | O=C1NC(=S)N/C1=C/C=C/c1ccccc1 | -6.4%
34 | O=C(CSc1nc2ccccc2c(=O)n1-c1ccc(F)cc1)Nc1cc(S(=O)(=O)N2CCOCC2)ccc1Cl | -1.7%
35 | O=c1c2c(nc3nc(NCc4cccc5ccccc45)[nH]n13)CCC2 | -1.2%
36 | COCCNc1ncnc2ccc(-c3ccccc3CN(C)C)cc12 | 16.4%
37 | Cc1ccsc1C(=O)OCC(=O)Nc1cccc(S(=O)(=O)NC2=NCCCCC2)c1 | 2.1%
38 | CC(C)c1ccccc1NC(=S)NC1CCN(Cc2ccccc2)CC1 | -3.7%
39 | CCCC[C@@H]1C[C@H]1C(NC(=O)c1cccnc1)c1ccc(Cl)cc1 (stereo partly drawn) | 0.3%
40 | COCC(C)NC(=O)c1cc(OC)cc(OC)c1 (stereo not drawn) | 4.4%
41 | C=C(C)CN1CCN(c2ccc(N3C(=O)CCCC3=O)cc2[N+](=O)[O-])CC1 | 1.7%
42 | O=C(COC(=O)CC(c1ccccc1)c1ccccc1)NCc1ccc(Cl)cc1 | -3.2%
43 | C=CCN(Cc1cn(C)nc1-c1cccc(Cl)c1)C1CCS(=O)(=O)C1 (stereo not drawn) | -18.5%
44 | CC(C)(C)NC(=O)CN(C(=O)C(=O)Nc1ccc2c(c1)OCCO2)C(C)(C)C | 2.1%
45 | Cc1cc2c(NS(=O)(=O)c3ccc(F)cc3)cccc2nn1 | 12.0%[57.5 µM]
46 | COC(=O)[C@@H]1C[C@@]2(O)[C@@H](O)[C@@H](O)[C@@H](O)C[C@H]2N1Cc1ccc(C(C)(C)C)cc1 | -7.9%
47 | CCOCc1c(C(=O)NC2CCCCCC2)oc2ccccc12 | -4.7%
48 | CN(Cc1ccccn1)Cc1nc(Cc2ccccc2Cl)no1 | -4.4%
49 | CC1(C)C2CCC1(C)C(OCC[N+](C)(C)CC(=O)OC1CCCCC1)C2 (stereo not drawn) | -3.0%[57.5 µM]
50 | C=CCOc1ccc2oc(=O)cc(C)c2c1 | 1.6%
51 | CN(C(=O)COC(=O)c1cc(Br)c(Br)s1)C1CCS(=O)(=O)C1 (stereo not drawn) | 5.1%
52 | CC(=O)N1N=C(c2ccccc2)CC1c1cn(C)c2ccccc12 (stereo not drawn) | -0.4%
53 | COc1cc(CNCCc2ccc(S(N)(=O)=O)cc2)ccc1OCC(=O)N1CCCCC1 | 5.7%
54 | N#C/C(=C\c1ccc(C(=O)O)cc1)c1ccccn1 | 11.3%
55 | Cc1ccccc1NCc1nnc2n1CCCCC2 | -8.8%
56 | COc1cccc(/C=C/C(=O)OCC(=O)Nc2cccc(S(=O)(=O)N(C)C)c2)c1 | 5.0%
57 | COc1cccc(-c2cncnc2NCCc2cnc[nH]2)c1 | 13.5%
58 | CCOc1ccccc1NC(=O)c1ccc(OCC)c([N+](=O)[O-])c1 | -6.9%
59 | COc1cc(C)cc(C(=O)O)c1C1=C(O)c2cccc(O)c2C(=O)C1=O | -17.6%[57.5 µM]
60 | CCC(C)NC(=S)Nc1ccccc1OC (stereo not drawn) | 17.3%

New compounds follow:
no. | mol | ERK EGF inh
61 | CCOC(=O)c1c(C)nc(C)c(C(=O)OCC)c1-c1cccnc1 | -24.6%[57.5 µM]
62 | O=C(NCCc1c[nH]c2ccccc12)/C(=C\c1ccco1)NC(=O)c1ccco1 | 1.6%
63 | CSc1nc(N)cc(=O)[nH]1 | -4.6%[57.5 µM]
64 | COc1ccccc1N1CCN(C(=O)c2ccc(N3CCCC3=O)cc2)CC1 | 1.0%
65 | O=C(Cc1csc(Nc2nc(=S)[nH]c3ccccc23)n1)N1CCN(c2cccc(C(F)(F)F)c2)CC1 | -1.6%
66 | Cc1ccc(C(=O)Nc2cc(-c3ccn[nH]3)c(C)n(N)c2=O)cc1 | 0.8%
67 | COc1ccc(Cl)cc1NC(=O)COC(C)=O | 5.7%
68 | CC(=O)Nc1ccc(C(=O)N/C(=C\c2ccccc2)C(=O)Nc2cccc(C(=O)O)c2)cc1 | -8.8%[57.5 µM]
69 | Cc1ccc(NC(=O)c2noc3c2CCC3)cc1C | 6.3%
70 | O=C1C=C(NNC(=O)c2cccnc2)CC(c2ccco2)C1 (stereo not drawn) | 3.2%
71 | OCC1(CCc2ccccc2)CCN(Cc2c(F)ccc(F)c2F)CC1 | -9.1%
72 | CC1=CC(C)C(C(=O)O)C(C(=O)Nc2cccnc2)C1 (stereo not drawn) | -1.1%
73 | COC(=O)C1=C(C(=O)OC)[C@@H]2N(Cc3ccccc3)c3ccccc3[C@@]23C[C@@H](C(=O)OC)N(C(C)=O)C3=N1 | -2.0%[57.5 µM]
74 | CC(C)C[C@@H]1NC(=O)[C@H](Cc2ccccc2)N(C)C(=O)[C@H](C)NC(=O)c2ccccc2NC(=O)[C@H](Cc2ccc(O)cc2)N(C)C1=O | -13.7%[57.5 µM]
75 | Cc1nc(NCc2ccccc2)c2nc(-c3ccccc3)n(CCCN3CCCCC3C)c2n1 (stereo not drawn) | -9.8%
76 | CC1(C)Cc2ccccc2C(NN=C2CCCC2)=N1 | 4.0%
77 | Cc1ccc([N+](=O)[O-])cc1N(CC(=O)NCC1CCCO1)S(C)(=O)=O (stereo not drawn) | -5.8%
78 | CCCCOC(=O)C1=C(N)N2C(=O)C(C)SC2=C(C(=O)OCC)C1c1ccc(O)c(OC)c1 (stereo not drawn) | -3.7%[57.5 µM]
79 | CCC(C)NC(=O)c1ccc(-n2c(=S)[nH]c3ccccc3c2=O)cc1 (stereo not drawn) | 4.4%
80 | COC(=O)c1sc(NC(=S)NC(=O)c2ccccc2)nc1C | 2.1%
81 | COc1cc2nc(/C=C/c3ccc(N(C)C)cc3)sc2cc1SC | 4.5%
82 | O=C(CNc1cc(S(=O)(=O)N2CCCC2)ccc1OCC(F)(F)F)Nc1cc(Cl)cc(Cl)c1 | -0.3%
83 | O=C(Nc1ccccc1)C1(c2ccccc2)CC1(Cl)Cl (stereo not drawn) | 4.7%
84 | CCOCCCNCc1cc(Br)ccc1OCC | 0.8%

Random excerpt: three records from the list
no. | mol | ERK EGF inh
84 | CCOCCCNCc1cc(Br)ccc1OCC | 0.8%
81 | COc1cc2nc(/C=C/c3ccc(N(C)C)cc3)sc2cc1SC | 4.5%
82 | O=C(CNc1cc(S(=O)(=O)N2CCCC2)ccc1OCC(F)(F)F)Nc1cc(Cl)cc(Cl)c1 | -0.3%

More entries:
no. | mol | ERK EGF inh
85 | CC[C@H](C)[C@@H](NC(=O)O[C@@H]1C(=O)c2cc(Br)ccc2O[C@H]1c1cccc(OC)c1)C(=O)OC | -7.9%&0.6%
86 | CCN(CCO)C(=O)CC(c1ccccc1)c1cc(Br)ccc1O (stereo not drawn) | 2.4%
87 | Cc1ncc([N+](=O)[O-])n1Cc1ccccc1F | 8.9%
88 | CC(C)(C)c1nc2cc(Cl)c([N+](=O)[O-])cc2o1 | 1.5%
89 | Cc1ccccc1NC(=O)/C(C#N)=C\c1ccsc1 | 8.9%
90 | CCCCCc1nc2c(c3c1CCCC3)CCCC2 | -2.0%[57.5 µM]
91 | COc1ccc(-n2c(N)cc(=O)[nH]c2=O)cc1 | -4.0%[57.5 µM]
92 | Cc1cccc2c3c([nH]c12)C(=O)CC(C)(C)S3 | 4.7%
93 | O=C(CC1NCCc2ccccc21)Nc1ccc(Cl)cc1 (stereo not drawn) | 6.2%
94 | CC1C(=O)NC(=O)C1c1ccccc1 (stereo not drawn) | -6.0%[57.5 µM]
95 | NC(=O)c1cccc2ccccc12 | -6.9%[57.5 µM]
96 | COc1ccccc1N1CCN(C(=O)Cc2c(C(=O)O)[nH]c3ccc(Cl)cc23)CC1 | ?
97 | O=C1CCN(S(=O)(=O)c2ccccc2)CCN1CCOCc1ccc(F)cc1 | -3.5%[57.5 µM]
98 | O=c1c(-c2ccccc2)nc2cnc(Oc3ccccc3)nc2n1C1CC1 | 0.2%
99 | COc1cccc([C@@H]2Oc3ccc(Br)cc3C[C@H]2O)c1 | 2.4%
100 | O=C(c1ccncc1)N1CCC2(CC1)CN(C(c1ccccc1)c1ccccc1)C2 | 2.0%
101 | Cc1[nH][nH]c(=O)c1N=Nc1ccccc1C#N | 2.3%
102 | Cc1nc2ncnn2c(C)c1Cc1cccc(F)c1 | -10.3%
103 | COc1ccc(NC(=O)CSCC(=O)N2c3ccccc3CCc3ccccc32)cc1 | -7.6%
104 | Cc1cccnc1NC(=O)C(C)N1C(=O)c2ccccc2C1=O (stereo not drawn) | 1.6%[57.5 µM]
105 | CC(=O)c1cccc(NC(=O)COc2cc3oc(=O)c(CC(C)O)c(C)c3cc2Cl)c1 (stereo not drawn) | ?
106 | CC(C)CC(NC(=O)CNC(=O)C1O[C@@H]2OC(C)(C)O[C@@H]2[C@H]2OC(C)(C)O[C@@H]12)C(=O)O (stereo partly drawn) | -16.2%[57.5 µM]
107 | Cc1sc2nc3c(C(=O)N4CCCC4)cc(C(=O)c4ccccc4O)cn3c(=O)c2c1C | -6.3%
108 | CCOc1ccccc1NC(=O)NCc1ccc(F)cc1 | 3.2%
109 | CC(C)C(=O)Nc1nnc(SCC(=O)NCC2CCCO2)s1 (stereo not drawn) | -7.2%
110 | COC(=O)c1ccc(CNC(=O)COC(=O)C23CC4CC(CC(C4)C2)C3)cc1 | 0.9%
111 | O=C(O)/C=C/c1ccc(S(=O)(=O)NCc2cccnc2)cc1 | 6.9%[57.5 µM]
112 | CC1CCN(Cc2cc(=O)oc3ccc4ccccc4c23)CC1 | -11.4%[57.5 µM]
113 | CS(=O)(=O)NCC(c1cccnc1)N1CCN(c2ccccc2F)CC1 (stereo not drawn) | -0.1%[57.5 µM]
114 | CC(C)Cn1nc(NC(=O)c2ccco2)c2cc3ccccc3nc21 | ?
115 | N#CC(C#N)=C(Nc1ccc(F)cc1)SCc1cccc(F)c1 | -8.3%
116 | Cc1ccc(NC(=O)O/N=C/c2c(C)nn(C(C)(C)C)c2C)cc1Cl | ?
117 | c1ccc(COc2cccc(CNCc3ccccn3)c2)cc1 | 1.3%

As entered above.
Reading of #117 under ERK EGF inh: 1.3%
Reading of #112 under ERK EGF inh: -11.4%[57.5 µM]

These rows are one share of the data (hit frequency here may not be typical).
